Screens deposited in PubChem BioAssay by several laboratories.
TRPC4 agonist: opens the mouse TRPC4 cation channel | B-score at 10 µM | AID 2237 | 310,000 compounds, 0.49% hits | HEK293 TRPC4beta/mu-opioid, Fluo4 calcium fluorescence; hits give high values | Q9QUQ5;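 active = B-score above 5 SD of library B-scores, and initial fluorescence ratio not above library mean plus 5 SD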;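 note: positive B-score marks a calcium rise read as TRPC4 activation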
Target sequence (Q9QUQ5 whole entry, looked up): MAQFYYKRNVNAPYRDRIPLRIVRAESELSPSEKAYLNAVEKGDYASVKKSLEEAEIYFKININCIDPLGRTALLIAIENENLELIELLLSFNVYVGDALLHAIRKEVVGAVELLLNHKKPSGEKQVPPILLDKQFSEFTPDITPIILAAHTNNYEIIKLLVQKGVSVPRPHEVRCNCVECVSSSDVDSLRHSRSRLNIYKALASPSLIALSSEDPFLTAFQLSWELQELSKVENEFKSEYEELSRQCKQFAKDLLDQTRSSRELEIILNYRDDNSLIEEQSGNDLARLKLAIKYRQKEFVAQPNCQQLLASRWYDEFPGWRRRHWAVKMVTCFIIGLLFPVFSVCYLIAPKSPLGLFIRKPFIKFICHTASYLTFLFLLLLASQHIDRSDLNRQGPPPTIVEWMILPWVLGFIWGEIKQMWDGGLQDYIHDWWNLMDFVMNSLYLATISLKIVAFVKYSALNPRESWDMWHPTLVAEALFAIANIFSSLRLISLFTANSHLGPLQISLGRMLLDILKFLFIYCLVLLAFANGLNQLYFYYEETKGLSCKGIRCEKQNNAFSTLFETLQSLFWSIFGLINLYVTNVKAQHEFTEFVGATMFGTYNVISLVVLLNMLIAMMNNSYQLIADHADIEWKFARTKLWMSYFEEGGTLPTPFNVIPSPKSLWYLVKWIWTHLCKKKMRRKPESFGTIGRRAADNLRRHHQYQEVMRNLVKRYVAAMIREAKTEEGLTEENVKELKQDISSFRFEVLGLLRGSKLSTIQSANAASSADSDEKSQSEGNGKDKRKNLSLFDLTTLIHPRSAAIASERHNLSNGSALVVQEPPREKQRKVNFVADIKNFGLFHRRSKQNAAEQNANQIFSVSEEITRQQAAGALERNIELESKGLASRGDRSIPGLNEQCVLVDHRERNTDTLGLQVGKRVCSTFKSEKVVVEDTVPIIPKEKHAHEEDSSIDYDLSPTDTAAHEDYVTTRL
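Assay system: HEK293 cells stably co-expressing mouse TRPC4beta and mu-opioid receptor / Timing: Fluo4 dye loading 45 min at room temperature, 110 s recording / Signal: Fluo4 calcium-sensitive dye fluorescence, kinetic, 1 Hz baseline / Read-out: integrated baseline-normalised fluorescence ratio, converted to per-well B score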
TRPC6 inh: blocks the mouse TRPC6 cation channel. HEK293-TRPC6, membrane potential dye, ACh-evoked depolarization; hits give low values. Q61143. B-score at 10 µM. AID 2553. 310,000 compounds, 1.1% hits;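 active = B-score under library mean minus 3 SD, initial fluorescence not abnormally high, positive integrated signal ratio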;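 note: B-score derived from integrated fluorescence ratio over the kinetic read; more negative B-score means stronger inhibition of depolarization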
TRPC4 PAM: TRPC4 (mouse) allosteric potentiation | Q9QUQ5 | HEK293 TRPC4beta/mu-opioid, DAMGO EC20, Fluo-4 Ca2+ flux; hits give high values | B-score at 10 µM | 310,000 compounds, 0.42% hits | AID 2227;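 active = B-score of calcium response area above 5 SD of library B-scores, with initial fluorescence ratio within 5 SD of library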;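 note: B-score of integrated fluorescence ratio over time as area under calcium response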
MrgX1 antag: antagonists of human MrgX1 receptor. Q96LB2. B-score at 10 µM. MRGX1-HEK293 calcium flux, Fluo-4, BAM8-22 antagonism; hits give low values. AID 588676. 310,000 compounds, 1.3% hits;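 active = calcium-response B-score plate-corrected more than 3 library SD below zero, starting fluorescence within 5 deviations, no agonist response on first addition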;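 note: peak minus trough fluorescence over baseline after final BAM8-22 challenge near maximal dose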
PolyA inhibitor: inhibitors of polyadenylation in S. cerevisiae; AID 1875; 300,000 compounds, 0.02% hits; S. cerevisiae SKY197-pL101 polyadenylation reporter, beta-gal luminescence; efflux-impaired pdr1/pdr3 knockout yeast; score 100 = 6 SD above DMSO; calls only at 12 µM;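 active = lowest replicate activity score at least 50, where 100 means six control SD above control mean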;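 note: yeast exposed to compound for 9 h at 30 °C; higher score means more reporter readthrough which indicates perturbed polyadenylation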
MrgX1 agonist: human MrgX1 receptor agonism, primary screen. Q96LB2. MrgX1-HEK293 cells, Fluo-4 calcium fluorescence, agonist mode; hits give high values. B-score at 10 µM. 310,000 compounds, 0.44% hits. AID 588627;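 active = calcium response B-score plate-corrected fluorescence ratio at least 3 library SD, with starting fluorescence B-score inside 5 SD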
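Material: MrgX1-expressing HEK293 cells / Dosing: compound as first of three additions / Incubation: overnight seeding, then 1 h dark dye loading / Signal: Fluo-4 NW calcium fluorescence / Evaluation: B-scored fluorescence response ratio / Benchmarks: positive and negative control wells on each plate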
HIF act: HIF pathway transcriptional activation. 300,000 compounds, 0.32% hits. activation, % at 7.5 µM (by protocol). U2OS HRE-luciferase reporter, luminescence; normalized: DMSO 0%, desferrioxamine 100%;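 active = mean activation of at least 10% of the iron chelator positive control signal, with at least half of replicates also reaching 10%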
TRPC4 inh: inhibitors of mouse TRPC4 channel | Q9QUQ5 | HEK293 TRPC4beta/mu-opioid, DAMGO-evoked Fluo4 calcium flux; hits give low values | B-score at 10 µM | 300,000 compounds, 0.39% hits;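 active = B-score over 3 SD under the library average, no early fluorescence shift, positive overall ratio signal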
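Assay system – HEK293 line stably carrying TRPC4beta and mu-opioid receptor · Doses – single dose · Detection – Fluo4 calcium-dye fluorescence, kinetic read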
AI-2 QS mod: modulators of Vibrio harveyi AI-2 quorum sensing system; 300,000 compounds, 0.4% hits; Vibrio harveyi JMH597 AI-2 luminescence/OD600 ratio, 9 h; hits give low values; strain lacks LuxN and CqsS sensors; 0 = neutral-control median; AID 2094; activity change, % at 7.5 µM; in the data active = activity change below about -75%, passing the limit was not always enough;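 note: luminescence divided by OD600 gain over 9 h not by final OD600 alone; inactives centre near 13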
MrgX1 allo act: allosterically activates human MrgX1 receptor signaling | Q96LB2 | MrgX1-HEK293, Fluo-4 calcium flux, FDSS; hits give high values | 310,000 compounds, 0.63% hits | B-score at 10 µM;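 active = plate-corrected calcium response at least 3 library SD above typical, normal starting fluorescence, not activating the receptor alone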;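 note: compound read alongside a low EC10 to EC30 dose of BAM8-22 agonist; peak minus trough fluorescence over baseline measured at the second addition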
TRPC6 activator: activates the mouse TRPC6 cation channel. 310,000 compounds, 0.13% hits. Q61143. HEK293-TRPC6 membrane potential dye fluorescence; hits give high values. B-score at 10 µM;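 active = B-score of the integrated fluorescence ratio above library mean plus 3 SD, and starting fluorescence ratio within library mean plus 5 SD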;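 note: higher score means more depolarization so channel activation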
The depositor's hits bear a star; i = inactive; nt = no result given.

The line under a structure holds: TRPC4 agonist, TRPC6 inh, TRPC4 PAM, MrgX1 antag, PolyA inhibitor, MrgX1 agonist, HIF act, TRPC4 inh, AI-2 QS mod, MrgX1 allo act, TRPC6 activator
Cn1c(CNc2ccccc2O)nc2ccccc21
    i, i, i, i, i, i, 2.4, i, 3.9, i, i
O=C(CCCNC(=O)c1ccc(Cl)cc1)Nc1cccc(F)c1
    i, i, i, i, i, i, -0.6, i, -0.1, i, i
CC(C)CCNC(=O)Cn1cc2c(n1)CCCCC2
    i, i, i, i, i, i, 0.4, i, 21.4, i, i
Cc1ccc(S(=O)(=O)N2CCN(C(=O)Cc3ccc4c(c3)OCCO4)CC2)cc1C
    i, -6.08*, i, i, i, i, -2.1, i, 9.7, i, i
O=C(CN1C(=O)COc2ccccc21)N1CCc2ccccc21
    i, i, i, i, i, i, 0.3, i, 6.2, i, i
O=C(Nc1cccnc1)c1cc(-c2ccc(Cl)cc2Cl)on1
    i, i, i, i, i, i, 3.8, i, 26.1, i, i
CCN(CC)/C(=N\S(=O)(=O)c1ccc(F)cc1)c1ccccc1
    i, i, i, i, i, i, 0.8, i, 3.3, i, i
Cn1ccnc1SCC(=O)c1cccc(Br)c1
    i, i, i, i, i, i, 2.6, nt, 13.7, i, i
CCCCn1c(=O)[nH]c(=O)c2c1nc(-c1cc(Br)c(OCC)c(OC)c1)n2C
    i, i, i, i, i, i, 0.0, i, 14.6, i, i
COc1ccc(N2CCN(Cc3nc(N)nc(Nc4ccccc4OC)n3)CC2)cc1
    i, i, i, i, i, i, -0.2, i, 6.0, i, i
COc1ccc(C)cc1NS(=O)(=O)c1cn(C)nc1C
    i, i, i, i, i, i, -0.1, i, 16.6, i, i
NS(=O)(=O)c1cccc(NC(=O)COC(=O)CN2C(=O)C3CC=CCC3C2=O)c1 (stereo not given)
    i, i, i, i, i, i, 0.0, i, 18.1, i, i
CCC(C)c1ccc(NC(=S)N2CCN(c3ccccn3)CC2)cc1 (stereo not given)
    i, i, i, i, i, i, -0.7, i, 17.6, i, i
Cc1c(C)c2ccc(OCC(=O)N3CC[C@@]4(O)CCCC[C@H]4C3)cc2oc1=O
    i, i, i, i, i, i, 0.2, i, 12.2, i, i
COc1ccc(CCNC(=O)Cn2cccc2C(=O)c2ccccc2)cc1OC
    i, i, i, i, i, i, -0.3, i, 13.7, i, i
COc1ccc(-c2cc3ccccc3n2CC(O)CN2CCN(CCO)CC2)cc1 (stereo not given)
    i, i, i, i, i, i, nt, i, 3.2, i, i
CC1S/C(=N/N=C/c2cccc([N+](=O)[O-])c2)NC1=O (stereo not given)
    i, i, i, i, i, i, -0.3, i, 9.5, i, i
Cc1cccc(-c2nnc(NC(=O)c3ccc(N4C(=O)CCC4=O)cc3)s2)c1
    i, i, i, i, i, i, -0.3, i, 14.6, i, i
COc1ccccc1C(=O)NCc1ccccc1
    i, i, i, i, i, i, 0.6, i, 6.4, i, i
Nc1cccc(Oc2c(F)c(F)c(Oc3cccc(N)c3)c(F)c2F)c1
    i, i, i, i, i, i, 0.1, i, 20.8, i, i
CCOC(=O)C(Cc1c[nH]c2ccccc12)NC(=O)c1ccco1 (stereo not given)
    i, i, i, i, i, i, -0.3, i, 0.4, i, i
COCCCNc1nc(=S)[nH]c2cc(OC)c(OC)cc12
    i, i, i, i, i, i, -8.4, i, 26.6, i, i
CC(=O)Nc1ccc(NC(=O)CN2CCCC(C)C2)c(Cl)c1 (stereo not given)
    i, -5.66*, i, i, i, i, 0.8, i, 24.6, i, i
CC1(C)C(=O)OC(C(=O)c2ccc(Cl)cc2)C(C)(C)C1=O (stereo not given)
    i, i, i, i, i, i, -0.2, i, 8.6, i, i
COc1ccc(-n2nc(C(=O)N(C)C)nc2-c2ccccc2)cc1
    i, i, i, i, i, i, -0.8, i, -2.1, i, i
CC(=O)c1ccc(NC(=S)N(C)C2CCN(C)CC2)cc1
    i, i, i, i, i, i, 0.5, i, 30.7, i, i
O=C(NCC1CCCO1)C1CCN(C(=O)c2ccc(Cl)cc2)CC1 (stereo not given)
    i, i, i, i, i, i, -0.4, i, -1.8, i, i
CCOc1ccccc1NC(=O)CSc1nc(=O)n(Cc2ccccn2)c2c1CCC2
    i, i, i, i, i, i, 0.1, i, 13.1, i, i
CCCSc1nc2c(c(=O)n1CC)SC(C)C2 (stereo not given)
    i, i, i, i, i, i, -0.4, i, 13.5, i, i
Cc1cc(S(=O)(=O)Nc2c(C)nc3nc[nH]n3c2=O)ccc1F
    i, i, i, i, i, i, -0.2, i, 9.0, i, i
C/C(=N\Nc1cc(C)nc(-c2ccccc2O)n1)c1ccccc1O
    i, i, i, i, i, i, -0.1, i, 22.2, i, i
Cc1ccc(NC(=O)c2cccc(NC(=O)/C=C/c3ccco3)c2)cc1C
    i, i, i, i, i, i, 2.4, i, 9.1, i, i
O=C(O)c1cc(-n2[nH]c(=O)c3ccccc3c2=O)ccc1Cl
    i, i, i, i, i, i, -0.2, i, 15.7, i, i
Cc1ccc(S(=O)(=O)N2CCC(C(=O)N/N=C/c3cccnc3)CC2)cc1
    i, i, i, -5.22*, i, i, -0.6, i, 10.0, i, i
CCCCN(Cc1ccccc1)C(=O)CCN1C(=O)C2C3C=CC(C3)C2C1=O (stereo not given)
    i, i, i, i, i, i, -0.5, i, 7.4, i, i
Cc1ccc(OCCCC(=O)Nc2ccc(N3CCOCC3)cc2)cc1
    i, i, i, i, i, i, -0.1, i, 14.8, i, i
O=C(c1ccncc1)N1CCN(S(=O)(=O)c2ccc(F)cc2)CC1
    i, i, i, i, i, i, -0.1, i, 19.4, i, i
O=[N+]([O-])c1cc(Cl)ccc1Oc1ccc(-c2nnco2)cc1
    i, i, i, i, i, i, -0.1, i, 16.7, i, i
O=C(O)CCCc1ccc2ccc3cccc4ccc1c2c34
    i, i, i, i, i, i, 0.6, i, 20.3, i, i
CC(C)N1CCC(NC(=O)Nc2ccccc2)CC1
    i, i, i, i, i, i, 0.0, i, 12.6, i, i
Nc1ccc(-n2nncc2-c2ccco2)cc1
    i, i, i, i, i, i, 0.0, i, 14.2, i, i
O=C(NCCc1c[nH]c2ccccc12)C(F)(F)F
    i, i, i, i, i, i, -0.1, i, 16.8, i, i
CCS(=O)(=O)NCC(c1ccco1)N1CCN(c2ccc(F)cc2)CC1 (stereo not given)
    i, i, i, i, i, i, -0.5, i, 8.1, i, i
Cn1c(Cn2nnc3ccccc32)nnc1SCC(=O)Nc1ccc2c(c1)OCO2
    i, i, i, i, i, i, 0.1, i, 4.2, i, i
CC(C)(C)c1ccc(C(=O)OCCNC(=O)c2c(Cl)nc3ccccn23)cc1
    i, i, i, i, i, i, -1.6, i, 29.0, i, i
COCCCNC(=O)/C(C#N)=C/c1c(N2CCN(c3cccc(Cl)c3)CC2)nc2c(C)cccn2c1=O
    i, i, i, i, i, i, 0.5, i, 5.4, i, i
COc1ccccc1NC(=O)C(=O)NCCC1CCCCN1S(=O)(=O)c1ccc(F)cc1 (stereo not given)
    i, i, i, i, i, i, -0.2, i, 14.4, i, i
Cc1ccc2cc3c(NC(=O)c4ccco4)nn(C)c3nc2c1
    i, i, i, i, i, i, -0.4, i, 0.0, i, i
O=C(NCc1ccccc1Cl)c1cc(C(=O)C2CC2)c[nH]1
    i, i, i, i, i, i, -0.4, i, 11.0, i, i
COc1cccc(NS(=O)(=O)c2ccc(NC(C)=O)cc2)c1
    i, i, i, i, i, i, -0.5, i, 3.7, i, i
O=C1CCc2cc(S(=O)(=O)Nc3cccc(F)c3)cc3c2N1CC3
    i, i, i, i, i, i, -0.2, i, 0.2, i, i
Oc1c(Cl)cc(Cl)cc1CNc1ccccn1
    i, i, i, nt, i, nt, -0.4, i, 8.5, nt, i
COC(=O)Cn1c(=NC(=O)c2sc3ccccc3c2Cl)sc2cc(S(N)(=O)=O)ccc21
    i, i, i, i, i, i, -1.5, i, 16.7, i, i
CCc1ccc(NC(=O)c2cc(C)on2)cc1
    i, i, i, i, i, i, -0.3, i, -1.2, i, i
CSc1ncccc1C(=O)OCC(=O)c1cccc(Br)c1
    i, i, i, i, i, i, 0.0, i, 25.5, i, i
CN1CCC(N(C)C(=O)NC2CCCCC2)CC1
    i, i, i, i, i, i, 0.2, i, 9.8, i, i
O=C1Nc2cc3c(cc2Sc2ccccc21)OCCO3
    i, i, i, i, i, i, -0.4, i, 11.4, i, i
COC(=O)c1ccc(-c2noc(CN3CCCC(CNC(C)=O)C3)n2)cc1 (stereo not given)
    i, i, i, i, i, i, -0.9, i, 7.7, i, i
COc1ccc(C(CNC(=O)c2cccc(Br)c2)N2CCCC2)cc1 (stereo not given)
    89*, i, i, i, i, i, -0.4, i, 5.6, i, i
CC(CN1CCOCC1)OC(=O)c1ccccc1 (stereo not given)
    i, i, i, i, i, i, 0.4, i, 13.6, i, i

More records:
The line under a structure holds: TRPC4 agonist, TRPC6 inh, TRPC4 PAM, MrgX1 antag, PolyA inhibitor, MrgX1 agonist, HIF act, TRPC4 inh, AI-2 QS mod, MrgX1 allo act, TRPC6 activator
O=C(O)c1ccc(N=Nc2c(-c3ccccc3)[nH]oc2=O)cc1
    i, i, i, i, i, i, 0.3, i, 56.0, i, i
Cc1ccc(-n2nc(C)c3c(C)c(CCC(=O)O)c(C)nc32)cc1C
    i, i, i, i, i, i, 0.0, i, 20.6, i, i
C=CCNC(=O)c1ccccc1S(=O)c1ccccc1C#N (stereo not given)
    i, i, i, i, i, i, 0.1, i, 28.8, i, i
Cc1cccc(C)c1NC(=S)N(CCCN1CCCCC1)Cc1ccco1
    i, i, i, i, i, i, 0.2, i, 7.6, i, i
CC(C)C[C@H](NC(=O)OC(C)(C)C)C(=O)N1CCC(C(=O)N[C@@H](Cc2c[nH]c3ccccc23)C(=O)O)CC1
    i, i, i, i, i, i, -0.1, i, 10.1, i, i
CCC(C(=O)Nc1cc(C)nn1-c1nc(C)cc(C)n1)c1ccccc1 (stereo not given)
    i, i, i, i, i, i, -1.7, i, 15.0, i, i

Not all compounds are listed; the hit share may differ from the screen's.
